Source: PubChem BioAssay (several laboratories)
STEP inh = STEP phosphatase inhibitors, primary screen, biochemical, fluorescence intensity, uHTS | Tyrosine-protein phosphatase non-receptor type 5 (Homo sapiens), P54829 | recombinant STEP, OMFP fluorogenic substrate | inhibition, % at 20 µM | 0.25% of 360,000 active | AID 588621, 2011;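 active = inhibition at 20 µM, scaled per plate between control wells, above about 37%, limit read from the data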;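 note: 0% = DMSO with enzyme and substrate and 100% = substrate only without enzyme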
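Also added – OMFP at 25 µM · Test system – STEP tyrosine phosphatase · Technique – FITC-channel fluorescence of OMFP product · Schedule – 20 min at room temperature, dark · Evaluation – control-normalized % inhibition with plate pattern correction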
LMPTP block = LMPTP phosphatase inhibitors, primary screen, biochemical, fluorescence intensity, uHTS; inhibition, % at 20 µM; Low molecular weight phosphotyrosine protein phosphatase (Homo sapiens), P24666; AID 651560, 2012; 0.22% of 360,000 active; recombinant LMPTP-A, OMFP fluorogenic substrate;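 active = compounds that cut the enzyme signal by at least half of the control window in the single-dose screen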;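 note: plate controls were DMSO wells with enzyme plus substrate for no effect and substrate without enzyme for full effect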
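Assay system: LMPTP-A phosphatase enzyme | Input: 0.625 nM enzyme | Also added: Fluorogenic phosphatase substrate OMFP at 400 µM final | Compound dosing: One test concentration per compound, 20 µM, with 3% DMSO overall | Schedule: 50 min enzyme reaction at room temperature, protected from light | Signal: Fluorescence intensity | Benchmarks: no-enzyme and uninhibited controls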
Tb MetRS inh = T. brucei MetRS inhibitors, primary screen, biochemical, luminescence; inhibition, % at 11.9 µM; 0.4% of 360,000 active; AID 624268, 2012; purified T. brucei MetRS, ATP depletion, Kinase-Glo luminescence;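 active = inhibition above a per-plate cutoff of the control wells' mean inhibition plus 3 SD, cut at about 5.5% in these data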;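 note: 0% = DMSO wells median and 100% = median of wells with control inhibitor compound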
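Measured by: Kinase-Glo luciferase luminescence reporting remaining unconsumed ATP. Material: purified T. brucei MetRS enzyme. Doses: 11.9 µM compound single dose, 0.9% DMSO. Medium: HEPES buffer containing pyrophosphatase, BSA, spermine, DTT. Times: 15 min preincubation, 2 h reaction, all 25 °C. Reagent: methionine, ATP and bulk E. coli tRNA.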
Neddylation inh = inhibitors of cullin neddylation, primary screen, biochemical, TR-FRET, uHTS, NAE and Ubc12 | 0.58% of 360,000 active | calls only at 25 µM | NEDD8-conjugating enzyme Ubc12 (Homo sapiens) + NEDD8-activating enzyme E1 regulatory … | AID 651699, 2012; in the data active = inhibition above about 36%
Scp1 inh = Scp-1 phosphatase inhibitors, primary screen, biochemical, colorimetric, uHTS; inhibition, % at 20 µM; Carboxy-terminal domain RNA polymerase II polypeptide A small phosphatase 1 (Homo …; Recombinant Scp1, phosphopeptide, malachite green phosphate absorbance; AID 493091, 2011; 0.88% of 340,000 active;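 active = inhibition above about 50% at 20 µM, limit read from the data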;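 note: plate controls were DMSO wells with enzyme for no effect and wells lacking enzyme for full effect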
Target sequence (Q9GZU7 76-261 limits assumed): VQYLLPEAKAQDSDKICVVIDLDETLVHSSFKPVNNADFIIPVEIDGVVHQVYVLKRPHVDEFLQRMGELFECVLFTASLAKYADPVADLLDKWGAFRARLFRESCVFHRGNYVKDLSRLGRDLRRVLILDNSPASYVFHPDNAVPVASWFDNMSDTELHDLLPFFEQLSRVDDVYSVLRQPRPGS
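Material – SCP-1 phosphatase catalytic domain, residues 76-261 · Buffer or medium – Acidic Tris acetate buffer with magnesium and detergent · Also added – Phospho 17-mer peptide substrate · Compound – single 20 µM dose, 1% DMSO · Times – 45 min room-temperature reaction, 5 min colour, 30 min stabiliser · Technique – Phosphate-binding colour reagent, absorbance read at 630 nm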
SKN-1 inh = suppressors of acrylamide-induced Pgst-4::GFP reporter in worms, primary screen, SKN-1 inhibitor project, whole organism, uHTS, GFP/RFP fluorescence ratio, strain VP596; C. elegans VP596 Pgst-4::GFP/RFP ratio, 24 h; inhibition, % at 21.8 µM; 0.49% of 360,000 active; AID 624304, 2012;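 active = interference check ratio from 0.5 to 1.5 plus GFP to RFP signal ratio inhibition reaching or exceeding a fixed threshold, cut at about 30% in these data, passing the limit was not always enough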; note: some compounds called inactive have numbers as strong as hits
NadD inh = inhibitors of S. aureus NadD, primary screen, biochemical, colorimetric, uHTS; purified NadD enzyme, colorimetric absorbance read-out; inhibition, % at 20 µM; Nicotinate-nucleotide adenylyltransferase NadD (Staphylococcus aureus N315); 0.78% of 360,000 active; in the data active = inhibition above about 26%; note: some compounds past the cut are filed as inactive
SUMO1 PPI mod = modulators of SUMO1 protein-protein interactions, primary screen, biochemical, uHTS | Small ubiquitin-related modifier 1 (Homo sapiens), P63165 | SUMO1 binding to a labelled peptide, TR-FRET, 1 h | inhibition, % at 20 µM | 0.33% of 360,000 active; in the data active = inhibition above about 37%
CendR NRP1 mod = modulators of CendR peptide binding to NRP-1, primary screen, biochemical, fluorescence polarization, uHTS; Neuropilin-1 (Homo sapiens), O14786; FAM-RPARPAR peptide binding to NRP-1; inhibition, % at 25 µM; 0.85% of 360,000 active; AID 602438, 2012;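 active = inhibition or corrected inhibition above about 18%, plus a signal ratio from 0.5 to 1.5, limit read from the data, passing the limit was not always enough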; note: strong numbers were not always called active
Target sequence (O14786 whole entry, looked up): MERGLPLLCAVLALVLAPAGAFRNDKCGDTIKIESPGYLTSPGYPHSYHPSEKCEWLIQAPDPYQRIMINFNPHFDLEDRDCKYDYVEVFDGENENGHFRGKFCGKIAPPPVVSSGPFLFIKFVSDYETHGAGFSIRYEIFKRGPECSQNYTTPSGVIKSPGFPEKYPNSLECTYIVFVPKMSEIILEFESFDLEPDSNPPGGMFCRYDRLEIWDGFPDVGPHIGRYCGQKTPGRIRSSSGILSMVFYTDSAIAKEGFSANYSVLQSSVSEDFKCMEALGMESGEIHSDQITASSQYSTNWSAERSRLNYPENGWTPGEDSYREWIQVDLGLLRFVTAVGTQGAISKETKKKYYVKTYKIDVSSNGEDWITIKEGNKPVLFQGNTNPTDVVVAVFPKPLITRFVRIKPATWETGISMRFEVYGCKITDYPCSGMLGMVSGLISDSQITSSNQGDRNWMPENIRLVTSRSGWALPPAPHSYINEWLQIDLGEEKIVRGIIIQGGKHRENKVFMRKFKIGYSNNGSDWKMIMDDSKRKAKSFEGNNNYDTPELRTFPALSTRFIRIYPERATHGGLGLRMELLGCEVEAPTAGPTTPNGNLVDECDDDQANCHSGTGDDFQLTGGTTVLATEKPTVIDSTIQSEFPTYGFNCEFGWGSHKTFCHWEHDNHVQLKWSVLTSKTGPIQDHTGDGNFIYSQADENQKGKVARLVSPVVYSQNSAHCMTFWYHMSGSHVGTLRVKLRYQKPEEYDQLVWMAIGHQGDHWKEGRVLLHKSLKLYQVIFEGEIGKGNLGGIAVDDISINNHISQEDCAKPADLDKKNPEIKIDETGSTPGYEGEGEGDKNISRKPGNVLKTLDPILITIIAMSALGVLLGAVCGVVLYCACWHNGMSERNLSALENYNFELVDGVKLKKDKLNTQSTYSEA
DNMT1 block = human DNMT1 methyltransferase inhibitors, primary screen, biochemical, molecular beacon, fluorescence, HinP1I cleavage, uHTS; inhibition (reported as % activation of signal), % at 10 µM; 0.83% of 360,000 active; AID 588458, 2011; in the data active = inhibition above about 50%
Starred values were filed as active, the others as inactive; i = inactive; . = not tested or not shown. Compounds as they come. About 4.6% of those tested had a hit in this group.

No.	SMILES	NadD inh	Tb MetRS inh	LMPTP block	CendR NRP1 mod	SKN-1 inh	SUMO1 PPI mod	Neddylation inh	DNMT1 block	STEP inh	Scp1 inh
1	COc1cc(/C=N/NC(=O)COc2ccc([N+](=O)[O-])cc2)ccc1OCC(=O)N1CCOCC1	-3.3	-0.1	1.0	-2.4	0.3	-17.4	i	1.9	0.9	4.4
2	COc1ccccc1N1CCN(C(=O)c2cccc(Oc3ccccc3)c2)CC1	3.8	0.2	1.7	5.8	4.6	0.3	i	0.3	1.1	-7.7
3	Cc1[nH]c2ccc(-c3nnc(SCC(=O)N4CCCc5ccccc54)o3)cc2c1C	11.6	0.3	2.0	18.3	6.9	-1.8	i	-3.1	2.6	-10.7
4	C=CC(=O)NC(NC(=O)C=C)c1ccccc1F	-1.5	-0.4	0.2	-3.1	9.6	1.5	i	0.7	0.9	-9.0
5	COc1cccc(NC(=O)c2ccnc(N3CCC(C(=O)NCc4ccccc4OC)CC3)c2)c1	-7.4	-0.6	0.6	6.4	1.0	-27.3	i	-1.7	0.2	-0.3
6	O=C(/C=C/c1cccc([N+](=O)[O-])c1)c1cccs1	-3.4	-0.3	0.6	-0.6	7.9	-11.9	i	2.0	-2.5	-9.6
7	CCc1ccc(NC(=O)c2ccc(F)c(S(=O)(=O)NCC3COc4ccccc4O3)c2)cc1 (stereo unspecified)	-4.8	-0.8	4.1	0.3	3.5	-2.0	i	-22.1	2.6	-14.2
8	CCCCn1c(N)c(-c2nc3ccccc3s2)c2c([N+](=O)[O-])nn(C)c(=O)c21	3.0	-0.2	0.7	6.8	8.6	-4.2	i	-13.6	3.1	3.1
9	CC1(C)Cc2c(sc(NC(=O)C(=O)N3CCCC3)c2C(N)=O)CO1	-1.6	-0.1	-0.7	14.6	-2.5	-7.6	i	-0.3	2.3	-6.3
10	CCSc1nnc(NC(=O)C2CCCN(C(=O)c3ccc(Cl)cc3)C2)s1 (stereo unspecified)	0.6	-0.1	-1.0	3.3	-3.4	-2.2	i	3.1	-1.3	.
11	Cc1ccc(S(=O)(=O)N(Cc2cccc([N+](=O)[O-])c2)C(=O)N2CCN(C)CC2)cc1	-4.6	-0.4	-1.2	-0.2	10.3	-15.0	i	0.1	-0.3	5.0
12	Cc1c(NS(C)(=O)=O)c(=O)n(-c2ccccc2)n1C	0.4	-1.3	1.0	-6.7	-4.7	-1.0	i	2.3	-2.6	0.5
13	CCN(CC)Cc1c(O)ccc2c(=O)c(-c3ccc4c(c3)OCCO4)coc12	1.5	-0.7	-0.1	19.3	17.7	3.0	.	0.7	7.6	-3.4
14	CCOC(=O)Cc1csc(NC(=O)c2ccc3c(c2)OCO3)n1	7.5	-0.9	-1.2	18.5	4.2	1.6	i	2.5	2.6	-1.1
15	O=C1C=C(c2ccc3c(c2)OCO3)C[C@@H](c2ccc(Cl)cc2)C1	0.5	-0.1	0.4	-11.6	-6.0	-1.3	i	4.7	2.9	-5.0
16	CCNC(=O)NC(=O)COC(=O)CCc1nc(=O)c2ccccc2n1C	-1.6	0.7	0.1	-12.5	8.7	5.2	i	1.9	-0.9	-6.9
17	COc1ccc(N(CC(O)CN2CCCCC2)S(=O)(=O)c2ccc(C)cc2)cc1 (stereo unspecified)	-0.7	-0.3	0.2	23.9*	5.9	-1.3	i	-7.7	0.2	-8.4
18	CC(C)(C)n1ncc2c(=O)n(CC(=O)N3CCc4ccccc43)cnc21	-4.8	-0.4	0.3	1.7	2.2	-1.4	i	-1.5	-3.4	-15.4
19	N#Cc1ccc(-c2ccc(F)cc2)nc1Oc1ccc(F)cc1	0.9	0.2	-1.4	12.0	17.5	-3.3	i	1.6	-0.8	-4.3
20	Fc1ccccc1CSc1nc2ncc(Br)cc2[nH]1	4.5	5.9*	0.4	-4.6	15.8	0.8	i	0.0	0.4	-4.8
21	CCCCC(=O)Nc1cc(OC)c(NC(=S)Nc2ccc(OC)cc2)cc1OC	-1.6	-1.8	0.1	1.1	0.2	0.2	i	-3.0	-1.4	-0.6
22	CCc1nc2ccc(C(=O)NCCN3CCOCC3)cn2c1N(C=O)Cc1ccc(OC)cc1	-1.1	-0.1	-1.7	-11.7	9.5	-0.1	i	1.8	1.4	.
23	Oc1ccccc1Nc1nc(NCc2ccco2)c2ccccc2n1	2.1	1.0	17.9	-0.1	11.5	0.4	i	-6.6	-1.0	-9.0
24	O=C(Nc1ccc(C(=O)N2CCCC2)cc1)c1cccc(C(F)(F)F)c1	0.6	-0.5	-1.6	5.2	21.5	-3.2	i	4.3	3.3	18.4
25	Cc1ccc(Cl)cc1NC(=O)COC(=O)CSc1ccccc1	-5.8	-0.3	-1.0	10.3	8.7	1.0	i	-7.7	-0.9	-18.1

Compound profiles, from the list above. Values in the order: NadD inh	Tb MetRS inh	LMPTP block	CendR NRP1 mod	SKN-1 inh	SUMO1 PPI mod	Neddylation inh	DNMT1 block	STEP inh	Scp1 inh
COc1cccc(NC(=O)c2ccnc(N3CCC(C(=O)NCc4ccccc4OC)CC3)c2)c1 as listed: -7.4	-0.6	0.6	6.4	1.0	-27.3	i	-1.7	0.2	-0.3
CC1(C)Cc2c(sc(NC(=O)C(=O)N3CCCC3)c2C(N)=O)CO1 as listed: -1.6	-0.1	-0.7	14.6	-2.5	-7.6	i	-0.3	2.3	-6.3

Next part
No.	SMILES	NadD inh	Tb MetRS inh	LMPTP block	CendR NRP1 mod	SKN-1 inh	SUMO1 PPI mod	Neddylation inh	DNMT1 block	STEP inh	Scp1 inh
26	C=CCNc1nc2ccccc2c(=O)[nH]1	-5.0	0.9	-1.2	1.9	-5.2	-1.1	i	-0.2	0.3	-4.7
27	COc1cc(NC(=O)c2sc3ncn(CC(=O)N4CCCCC4)c(=O)c3c2C)cc(OC)c1OC	3.9	-0.6	0.6	-5.6	6.1	-6.6	i	-1.0	-1.7	1.1
28	Cc1nnc(SCC(=O)Nc2cccc(S(=O)(=O)N(C)c3ccccc3)c2)s1	-3.4	-0.8	-1.1	1.3	12.7	2.6	i	-1.3	-0.6	-9.3
29	CCOc1ccc(NC(=O)CCC(=O)NNC(=O)NC2CCCCC2)cc1	-0.5	-0.4	-0.1	0.5	20.9	0.3	i	1.1	-1.1	-5.5
30	COc1ccc(N2C(=O)CCC(C(=O)N3CCC(C(N)=O)CC3)C2c2ccc(F)cc2)cc1 (stereo unspecified)	6.0	-0.5	-1.0	-2.6	-17.6	3.0	i	3.0	-3.7	-0.3
31	Cc1c(C(=O)NCc2cccnc2)sc2nc(-c3ccccc3)cn12	0.5	0.1	2.1	0.0	-10.5	4.4	i	-8.1	3.3	-6.5
32	Cc1ccc2oc(C(=O)NCc3ccccc3)cc(=O)c2c1	-10.8	-1.2	-0.6	-1.8	0.3	-10.5	i	1.8	0.5	-9.0
33	COc1ccc(/C=C/C(=O)O/N=C(\N)c2ccccn2)cc1OC	-0.4	-0.4	0.2	-2.1	-9.8	-14.6	i	-0.5	-1.0	-2.7
34	O=C(Nc1c[nH]c(=O)[nH]c1=O)c1ccc2c(c1)C(=O)N(c1cccc([N+](=O)[O-])c1)C2=O	10.0	3.2	15.8	-10.7	-4.7	5.1	i	58.0*	6.3	38.2
35	C[C@@H]1CN([C@H](C)CO)C(=O)c2cc(NC(=O)Nc3ccc(F)cc3)ccc2O[C@@H](C)CCCCO[C@H]1CN(C)Cc1ccc(C(=O)O)cc1	8.0	2.5	-0.9	-1.5	-16.4	2.0	i	3.9	-1.1	.
36	Cc1sc2nc(SCC(=O)c3cc(C)n(CC4CCCO4)c3C)n(C(C)C)c(=O)c2c1C (stereo unspecified)	2.9	-0.4	3.3	4.5	-2.7	5.5	i	-6.1	-2.1	-8.8
37	N#Cc1c(-c2ccccc2)nc2n(-c3ccccc3)nc(C(=O)Nc3ccccc3)n2c1=O	18.1	-1.1	0.3	-9.5	-18.1	-0.8	i	2.0	2.9	-9.4
38	O=C1Nc2cc(C(=O)NCCCN3CCOCC3)ccc2S/C1=C/c1cccc(Cl)c1	-4.7	0.6	-1.9	-2.4	-9.5	-53.9	i	-9.7	6.9	-6.8
39	C=CCn1c(SCc2nc3c(c(=O)[nH]c(=O)n3CCCC)n2CCC)nnc1-c1ccccc1	8.1	0.3	-1.2	5.9	4.3	1.4	i	-0.1	-2.7	5.6
40	CC(C)c1ccccc1NC(=O)CNCCc1ccc(C(F)(F)F)cc1	-12.1	-1.3	-1.7	-6.8	0.4	4.2	i	4.8	-1.2	8.9
41	O=C(c1cc2ccccc2o1)N1CCN(Cc2ccccc2)CC1	-1.5	-0.2	0.4	4.9	11.3	10.8	i	-0.7	-0.5	0.1
42	CN(C)c1ccc(CN(CC2CCCO2)C(=O)c2cc3ccccc3o2)cc1 (stereo unspecified)	-7.4	-0.5	-0.5	1.2	12.9	-0.1	i	2.1	1.8	-1.9
43	COCCCn1c(C(=O)N2CC(C)OC(C)C2)cc2c(=O)n3cccc(C)c3nc21 (stereo unspecified)	-2.8	-0.5	1.7	-1.6	0.9	-14.1	.	-0.7	-0.6	0.6
44	CC1(C(=O)NS(=O)(=O)c2cccc(C#N)c2)CCN1C(=O)c1ccc(C2CCCCC2)cc1 (stereo unspecified)	0.7	0.0	0.3	0.4	-5.9	4.9	i	3.7	-3.6	.
45	O=C(CC1C(=O)NCCN1Cc1ccccc1C(F)(F)F)NCCN1CCOCC1 (stereo unspecified)	5.7	-0.4	-1.6	7.3	16.5	-1.7	i	-0.2	-3.3	-7.4
46	COc1ccc(NC(=O)N/C=C/c2ccccc2)cc1	-3.4	-0.7	1.7	11.1	11.7	-2.9	i	-2.0	3.1	-0.8
47	C/C(=N\NC(=O)c1cc(-c2ccc(Cl)s2)[nH]n1)c1ccncc1	8.9	-0.1	-0.3	11.7	13.7	-6.8	i	-0.7	-0.7	6.6
48	CCCCOc1ccc(CN(C)c2ncnc(N)n2)cc1	-1.4	-0.6	0.6	-1.4	-3.9	0.5	i	-2.8	-4.9	0.2
49	O=C(CSc1nc2ccccc2[nH]1)Nc1ccc(F)cc1	3.3	16.6*	1.4	5.1	7.0	-3.9	i	3.1	-0.8	-9.1
